MMP-13 inhibitor: human MMP13 inhibitors, primary screen, biochemical, FRET peptide cleavage. Collagenase 3 (Homo sapiens), P45452. MMP-13 fTHP FRET cleavage, Mca fluorescence. inhibition, % at 4 µM. actives 0.07% (n = 65,000). AID 570, 2006;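 active = inhibition above the mean of compound-free control plate wells plus 3 SD, cut at about 14% in these data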;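 also: 0% = DMSO wells and 100% = wells with reference MMP-13 inhibitor after basal subtraction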
Jurkat tox 60K: cytotoxicity toward Jurkat T cells, primary screen, cytotoxicity control, cell-based, Jurkat E6.1, 60K MLSMR library; Jurkat E6.1 viability, ATP luminescence, 48 h; actives 1.2% (n = 56,000); inhibition, % at 4 µM;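 active = inhibition above the mean inhibition of all tested compounds plus 3 SD, cut at about 28% in these data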
Cdc25B inh: inhibitors of Cdc25B phosphatase catalytic domain, primary screen, biochemical, OMFP fluorescence; M-phase inducer phosphatase 2 (Homo sapiens), P30305; recombinant Cdc25B, OMFP fluorescence Ex485/Em525; inhibition, %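 (compounds tested at 10 µM final in the well)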; actives 0.1% (n = 65,000); in the data active = inhibition above about 50%
PKA inh: inhibitors of human PKA kinase activity, primary screen, biochemical, ATP-depletion luminescence, Kemptide substrate; cAMP-dependent protein kinase catalytic subunit alpha (Homo sapiens), P17612; inhibition, % at 6 µM; actives 0.1% (n = 65,000); PKA Kemptide phosphorylation, Kinase-Glo ATP luminescence;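 active = inhibition above the screen-wide mean inhibition plus 3 SD, cut at about 21% in these data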; also: many of its hits are not listed in these tables
HEK293 NFkB inh: inhibitors of PMA/ionomycin-induced NF-kB reporter, primary screen, antigen receptor NF-kB inhibitor project, cell-based, HEK-293 luciferase reporter, luminescence. inhibition, % at 3 µM. HEK-293 NF-kB luciferase reporter. actives 0.21% (n = 62,000);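 active = inhibition above the mean of all tested compounds plus 3 SD, cut at about 40% in these data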;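 also: 0% = stimulated DMSO wells and 100% = 10 µM reference inhibitor 5653914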
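System: NF-kB luciferase reporter HEK-293 cells | Replication: Single test | Control set: DMSO vs reference inhibitor | Evaluation: % inhibition | Schedule: 1 h pretreatment, 16 h stimulation, 37 °C | Probe or stimulus: PMA with ionomycin | Compound dosing: One dose, 3 µM | Detection: Luciferase luminescence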
DUSP1 inh: MKP-1 phosphatase inhibitors, primary screen, biochemical, in vitro. Dual specificity protein phosphatase 1 (Homo sapiens), P28562. recombinant MKP-1, OMFP hydrolysis fluorescence. inhibition, %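 (compounds tested at a single concentration somewhere between 10 and 100 µM)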. actives 0.15% (n = 65,000). AID 374, 2006;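 active = inhibition above about 50%, limit read from the data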;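 also: 0% = DMSO max control wells and 100% = wells with enzyme stopped by NaOH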
JNK3 inh: JNK3 kinase activity inhibitors, primary screen, biochemical, human, purified enzyme. Mitogen-activated protein kinase 10 (Homo sapiens), P53779. HTS. inhibition, % at 8 µM. actives 0.61% (n = 60,000); in the data active = inhibition above about 17%;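 also: 0% = DMSO and 100% = reference inhibitor; many of its hits are not listed in these tables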
ROCK2 inh: inhibitors of human ROCK2 kinase, primary screen, biochemical, high-throughput, luminescence; Rho-associated protein kinase 2 (Homo sapiens), O75116; purified ROCK2, Kinase-Glo ATP depletion luminescence; inhibition, % at 6 µM; actives 0.35% (n = 60,000);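 active = inhibition above the screen-wide mean inhibition plus 3 SD, cut at about 18% in these data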;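 also: plate controls were DMSO wells for no effect and Y-27632 control wells after no-enzyme background subtraction for full effect; many of its hits are not listed in these tables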
Target sequence (O75116 whole entry, looked up): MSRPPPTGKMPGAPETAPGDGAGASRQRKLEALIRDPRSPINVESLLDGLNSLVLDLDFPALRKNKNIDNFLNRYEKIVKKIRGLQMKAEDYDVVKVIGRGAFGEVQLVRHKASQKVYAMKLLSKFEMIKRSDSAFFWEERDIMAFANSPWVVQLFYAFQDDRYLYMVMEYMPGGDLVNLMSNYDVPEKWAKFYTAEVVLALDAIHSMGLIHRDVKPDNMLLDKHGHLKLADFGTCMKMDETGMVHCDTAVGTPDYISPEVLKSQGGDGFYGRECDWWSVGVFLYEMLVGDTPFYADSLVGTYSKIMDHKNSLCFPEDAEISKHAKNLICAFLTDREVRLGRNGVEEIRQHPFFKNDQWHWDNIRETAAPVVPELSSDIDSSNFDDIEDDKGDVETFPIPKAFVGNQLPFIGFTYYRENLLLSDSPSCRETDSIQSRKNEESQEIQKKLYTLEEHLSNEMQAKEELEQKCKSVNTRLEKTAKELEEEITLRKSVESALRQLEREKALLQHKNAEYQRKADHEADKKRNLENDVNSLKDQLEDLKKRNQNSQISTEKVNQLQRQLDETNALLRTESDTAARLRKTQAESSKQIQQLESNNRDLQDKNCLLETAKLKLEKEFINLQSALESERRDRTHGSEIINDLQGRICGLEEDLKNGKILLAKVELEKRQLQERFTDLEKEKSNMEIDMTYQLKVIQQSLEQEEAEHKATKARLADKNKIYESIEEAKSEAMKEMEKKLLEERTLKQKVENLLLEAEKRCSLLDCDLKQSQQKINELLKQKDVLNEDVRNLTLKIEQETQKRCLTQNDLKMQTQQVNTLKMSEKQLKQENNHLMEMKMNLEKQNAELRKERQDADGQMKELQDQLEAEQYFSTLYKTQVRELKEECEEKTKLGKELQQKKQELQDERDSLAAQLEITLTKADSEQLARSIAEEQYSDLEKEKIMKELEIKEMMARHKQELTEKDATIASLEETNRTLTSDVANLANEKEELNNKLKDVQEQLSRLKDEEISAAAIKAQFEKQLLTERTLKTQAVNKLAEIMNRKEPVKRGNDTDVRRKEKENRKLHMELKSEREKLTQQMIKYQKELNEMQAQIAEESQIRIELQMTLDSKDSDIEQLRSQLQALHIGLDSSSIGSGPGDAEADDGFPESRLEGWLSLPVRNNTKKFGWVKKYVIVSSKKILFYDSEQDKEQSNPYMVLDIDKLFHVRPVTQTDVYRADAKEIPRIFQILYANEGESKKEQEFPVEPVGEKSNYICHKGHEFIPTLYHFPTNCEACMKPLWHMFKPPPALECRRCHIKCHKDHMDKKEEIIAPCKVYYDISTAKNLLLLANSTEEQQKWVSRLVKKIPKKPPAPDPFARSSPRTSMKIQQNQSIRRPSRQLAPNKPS
TNAP act mid DEA: human TNAP enzyme activators, primary screen, biochemical, luminescent, intermediate phosphate acceptor level | Alkaline phosphatase, tissue-nonspecific isozyme (Homo sapiens), P05186 | purified TNAP, CDP-star luminescence, 100 mM DEA, 30 min; hits give high values; scale: 0 levamisole-inhibited, 1 vehicle-only enzyme | activation factor at 20 µM | 64,000 tested, under 10 active | AID 813, 2007;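 active = activation factor of at least 2 at 20 µM, relative to controls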
* hit, by the source's call; / = not tested or not shown; [ ] = remark or other dose.

molecule	MMP-13 inhibitor	Jurkat tox 60K	Cdc25B inh	PKA inh	HEK293 NFkB inh	DUSP1 inh	JNK3 inh	ROCK2 inh	TNAP act mid DEA
CC(=O)NC(CCS(C)(=O)=O)C(=O)Nc1ccc(Oc2ccccc2)cc1 (configuration not stated)	1.9	-0.1	-0.2	0.6	14.8	13.5	2.5	2.7	1
COc1ccc(OCCN(C)Cc2ccccc2)cc1	1.3	2.3	-14.6	-6.7	6.5	-3.0	-3.9	-3.2	0.9
CCCCN(CCCC)C(=O)CSc1nnc2n(C)c(=O)c3c4c(sc3n12)CCCC4	2.4	/	18.8	2.6	/	-15.2	7.9	2.7	0.9
O=C(O)C1CSC(c2ccncc2)N1 (configuration not stated)	-6.3	-5.1	-3.6	7.0	13.1	-9.1	-3.6	0.7	0.9
N=c1n(CCN2CCCCC2)c2ccccc2n1CC(O)c1cccc(Br)c1 (configuration not stated)	-1.8	2.8	-25.5	11.3	5.8	1.5	1.1	12.1	1
Cc1nn(C)c(C)c1S(=O)(=O)N(CC(=O)NCc1ccco1)c1ccc(C(C)C)cc1	-2.3	2.5	-9.8	5.9	3.1	6.9	-5.9	0.5	1
COc1cc(-n2c3nc4ccccc4nc3c3c(=O)n(Cc4ccco4)cnc32)cc(OC)c1OC	-4.8	/	-4.3	4.1	/	21.8	-0.5	2.8	0.8
CN=Cc1cc(-c2ccccc2)sc1O	5.6	-5.8	-26.2	9.8	-27.1	4.6	-26.1	4.5	0.8
Cc1onc(-c2ccccc2)c1C(=O)Nc1ccnn1C1CCCCC1	1.8	-3.3	0.4	-5.9	8.8	12.6	-5.0	0.2	1
CCc1nc(N2CCOCC2)c(C#N)c2c1CCCC2	-53.5[fluorescence artefact?]	/	3.9	2.5	/	-17.1	3.1	-7.5	1
O=C(O)C1CCCCC1C(=O)NCCc1ccccc1 (configuration not stated)	3.3	5.4	-3.9	-3.5	14.1	2.7	-1.0	-1.6	0.9
CCOc1cc(C(=O)OCC(=O)c2c(C)[nH]c3ccccc23)ccc1OCC(=O)N1CCOCC1	2.9	0.8	-11.8	9.3	3.3	36.6	-1.7	4.0	0.8
Cc1nnc2ccc(Oc3ccc(-c4ccccc4)cc3)nn12	6.4	10.2	8.4	3.1	-0.4	26.0	-3.4	-0.5	0.9
N#Cc1cccc(NC(=O)COc2ccc(-n3ccnc3)cc2)c1	-1.5	/	-7.0	19.8	9.1	5.3	/	/	0.9
CC(=O)N1CCN(C(=O)CNc2cc(C(F)(F)F)ccc2OCC(F)(F)F)CC1	3.4	-4.0	1.1	7.8	4.5	8.9	-2.9	3.6	0.9
COc1ccc(C2Sc3nncn3N2Cc2ccc(C#N)cc2)cc1 (configuration not stated)	2.8	3.8	-14.0	9.0	9.1	-7.8	-2.2	7.0	0.9
CN(C)c1ccc(P(=O)(OC2CCCCC2)C(O)c2cccnc2)cc1 (configuration not stated)	-2.0	9.9	-5.1	-5.5	14.0	22.6	3.5	-4.3	1
O=C(NC1CCN(C(=O)NC2CCCCC2)CC1)c1ccco1	-1.8	-8.8	-16.6	3.4	1.6	-39.2	1.6	6.7	0.9
CCOC(=O)c1c(C)n(C)c2ccc(OCC(O)Cn3nc(C)c(Br)c3C)cc12 (configuration not stated)	1.3	-6.4	-32.6	8.5	8.4	19.5	4.7	4.8	/
CCc1ccccc1NC(=O)c1cnccn1	3.9	-0.3	8.6	0.3	6.1	10.4	3.2	3.0	0.9
CC1=CC=CC2=NC(=O)CC(C)(C(=O)N(CC(=O)NC(C)C)C3CCCC3)N12 (configuration not stated)	-165.0[fluorescence artefact?]	2.4	-7.7	0.3	11.8	0.6	3.8	-0.9	0.9
COc1ccccc1CNC(=O)C1CCN(c2nc3ccccc3o2)CC1	-0.1	3.5	-6.0	7.8	10.1	4.6	-2.2	3.2	1
CCCn1c(SCC(=O)Nc2nnc(-c3ccccc3)s2)nnc1-c1ccccn1	-4.7	1.8	31.2	3.2	12.3	26.2	-2.1	-1.6	0.9
CCOC(=O)c1sc(NC(=O)CSc2nnc(C(C)C)n2CC)nc1C	0.2	2.1	-11.5	4.4	11.7	-12.8	0.9	4.0	1
CCCNC(=O)C1CC(=O)N(c2ccc(OCC(=O)Nc3cccc(C)c3C)cc2)C1 (configuration not stated)	-8.3	-0.9	-13.0	5.2	1.8	3.9	2.4	5.6	1
CCOc1cc(S(=O)(=O)n2cc(-c3ccc(F)cc3)c(N)n2)cc(OCC)c1OCC	-1.5	4.0	-4.9	2.3	-2.0	10.2	3.0	7.1	0.8
CCn1cc(C(=O)NCc2cccs2)c(=O)c2cc(S(=O)(=O)N3CCOCC3)ccc21	1.0	9.3	3.0	2.5	15.7	27.7	-6.8	-2.0	1
CCOC(=O)N1CCN(S(=O)(=O)c2ccc3c(c2)CCN3C(=O)CC)CC1	5.9	/	-0.9	-0.5	16.4	17.1	/	/	1
O=c1c2c3nc4ccccc4nc3n(Cc3ccccc3)c2ncn1Cc1ccco1	-66.2	8.4	6.9	0.0	17.1	35.6	-7.5	-2.8	0.9
COc1cccc(N2CCN(CC(=O)NCc3cccs3)CC2)c1	3.4	-6.4	-14.7	9.7	18.0	-15.0	9.6	3.6	0.9

Rewritten as labelled records: entries from further up
> CCCn1c(SCC(=O)Nc2nnc(-c3ccccc3)s2)nnc1-c1ccccn1
  MMP-13 inhibitor: -4.7	Jurkat tox 60K: 1.8	Cdc25B inh: 31.2	PKA inh: 3.2	HEK293 NFkB inh: 12.3	DUSP1 inh: 26.2	JNK3 inh: -2.1	ROCK2 inh: -1.6	TNAP act mid DEA: 0.9

> CCOC(=O)c1sc(NC(=O)CSc2nnc(C(C)C)n2CC)nc1C
  MMP-13 inhibitor: 0.2	Jurkat tox 60K: 2.1	Cdc25B inh: -11.5	PKA inh: 4.4	HEK293 NFkB inh: 11.7	DUSP1 inh: -12.8	JNK3 inh: 0.9	ROCK2 inh: 4.0	TNAP act mid DEA: 1

Following part
molecule	MMP-13 inhibitor	Jurkat tox 60K	Cdc25B inh	PKA inh	HEK293 NFkB inh	DUSP1 inh	JNK3 inh	ROCK2 inh	TNAP act mid DEA
CCOc1ccc(CCNC(=O)Cc2nn[nH]n2)cc1OCC	-1.4	-0.3	-20.7	9.1	17.3	-13.0	-5.3	4.2	1
Cn1c2c(c3ccccc31)CCSC2=O	-0.1	-0.2	10.3	9.4	1.0	-0.5	2.8	7.5	0.9
COC(=O)c1c(C)oc2cc(Br)c(OCC(=O)C(C)(C)C)cc12	2.2	/	-8.0	7.3	15.3	9.1	/	/	1
O=C(CN1C(=O)c2ccccc2C1=O)N1CCCCC1	2.1	-5.2	-11.4	5.2	17.8	0.2	-5.7	3.5	1
N#Cc1cc(-c2ccccc2)nn1-c1ccccc1	0.4	0.3	6.9	13.4	8.3	1.6	-3.6	7.5	0.9
N#Cc1c(-c2ccco2)nc(SCC(=O)Nc2cccc(Cl)c2)[nH]c1=O	2.5	-8.2	4.5	2.0	7.8	-12.7	25.1*	-1.0	0.9
CC1CCN(S(=O)(=O)N2CCC(C(=O)N3CCC(N(C)CC4CCCO4)CC3)CC2)CC1 (configuration not stated)	3.6	-5.5	-2.6	-4.3	6.4	-4.2	0.2	6.5	1
O=C(O)Cn1ccnc1	-1.5	2.4	11.7	-3.5	15.1	2.6	-0.5	-3.4	1
COC(=O)COc1ccc(S(=O)(=O)Nc2cc(OC)ccc2OC)cc1	1.1	-2.6	-5.7	-2.3	16.2	-3.2	1.9	-1.3	0.9
CCOC(=O)CN1C(=O)C(O)=C(C(C)=O)C1c1ccc(F)cc1 (configuration not stated)	0.3	5.8	-10.0	0.0	13.7	-26.1	2.4	1.7	1.1
CCn1c(SCC(N)=O)nnc1-c1ccc(OC)c(OC)c1	2.2	5.1	-12.0	-1.5	11.9	-23.2	0.2	-0.9	0.9
CCOC(=O)Cn1c(CN2CC(C)OC(C)C2)nc2c1c(=O)n(C)c(=O)n2C (configuration not stated)	3.7	-11.8	-4.4	-2.0	4.3	6.3	-0.7	0.2	0.9
CCCC(=O)Nc1ccc(OCC(O)CNC(C)C)c(C(C)=O)c1 (configuration not stated)	-2.6	/	0.1	3.1	/	-6.6	-1.2	3.0	0.8
COC(=O)CNC(=O)c1ccc(=O)oc1	-6.2	5.3	-7.4	3.3	2.0	-22.1	-10.8	0.4	0.9
CC1(C)Cc2[nH]c(=O)c(C#N)cc2CS1	-8.8	/	2.3	6.3	/	-30.5	5.7	5.3	0.9
COc1ccc(NC(=O)CSc2nnc(-c3ccccn3)n2N)c(OC)c1	1.8	/	-4.4	0.4	17.4	7.2	/	/	1
COCCCNC(=O)C1CCN(S(=O)(=O)N(CC(C)C)CC(C)C)CC1	0.3	3.4	-12.5	13.2	18.7	25.1	2.5	5.5	1
O=C(CN1C(=O)c2ccccc2S1(=O)=O)N1CCN(c2ccccc2)CC1	-1.1	-2.3	-7.1	-1.8	19.9	4.2	-4.0	-0.3	1
CCOc1ccc(-c2nnc(SCC(=O)N3CCN(c4ccccc4)CC3)o2)cc1	2.9	4.4	-3.1	3.7	18.2	-6.8	2.0	-6.8	0.8
CCC(=O)N1CCc2cc(S(=O)(=O)NC(C(=O)Nc3cccc(C)n3)C(C)C)ccc21 (configuration not stated)	0.2	-0.2	10.4	-1.2	12.4	7.2	4.5	-4.1	0.9
O=C(c1ccccc1/S(=N/S(=O)(=O)c1ccccc1)N1CCOCC1)N1CCOCC1 (configuration not stated)	0.3	-4.1	2.0	7.6	17.1	19.9	0.8	7.3	0.9
Cc1cc(C(=O)Cn2nnc3ccccc3c2=O)c(C)n1-c1c(C)n(C)n(-c2ccccc2)c1=O	-5.5	0.8	-3.0	1.2	13.9	33.1	-3.0	0.0	1
Cc1ccc(NC(=O)Cn2nnc(C(=O)NCc3ccccc3)c2N)cc1C	4.9	/	-9.3	-6.6	20.2	6.0	/	/	1
COCCNc1nnc(SCC(=O)c2ccc3c(c2)OCO3)s1	-0.6	/	-6.2	4.2	8.9	28.7	/	/	0.9
CC1CC(=O)C2=C(C1)OC(N)=C(C#N)C2c1coc2ccccc2c1=O (configuration not stated)	-7.3	0.6	-4.4	3.1	8.1	-10.2	-3.6	3.6	0.9
CSCCC(NS(=O)(=O)/C=C/c1ccccc1)C(=O)N1CCC(C)CC1 (configuration not stated)	7.6	-1.6	-19.9	9.0	9.4	29.9	2.2	4.5	0.9
O=C(CSc1nc2c(c(=O)n1-c1ccccc1)SCC2)N1CCN(c2ccccc2)CC1	6.0	-2.6	-5.3	-1.0	19.3	-3.4	-2.6	2.6	0.9
CC(=O)NC1CC(C)(C)N(OC(C)=O)C(C)(C)C1	5.7	/	-7.0	7.6	10.4	-0.1	/	/	0.9
CCOC(=O)N1CCN(C(=O)c2n[nH]c(=O)c3ccccc23)CC1	5.1	2.9	-1.0	7.3	5.7	-9.9	-0.7	4.1	0.8
CCOC(=O)c1[nH]cnc1C(=O)Nc1cccc(N)n1	-2.0	-0.6	0.0	4.0	13.9	-1.2	9.1	0.2	1.1

Screening results from PubChem BioAssay.
